p53 reactivation: restores transcriptional activity of mutant p53; Potency, µM (titrated, usually from 92.2 µM), for inactives: at the highest dose activity change, positive = activation, most hits filed as activators; H1299 p53-A138V BP100-luciferase reporter, luminescence, 24 h; 320,000 tested, 0.063% active; also: potency is read from the fitted curve at half-maximal effect; % of control where 0% means no effect; nearly all actives have a fitted effect of over 45% in size
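p53-null H1299 cells stably carrying temperature-sensitive p53-A138V and a BP100-luciferase reporter were pinned with compounds (4-point, 1:5 series) and held 24 hrs at 37 deg C. Luminescence was read 10 min after detection reagent.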
BRCA1 expr act: BRCA1 expression activation; Potency, µM (titrated, usually from 46.1 µM), for inactives: top-dose activation, hits mostly activators; 380,000 tested, 1.1% active; MCF7-BRCA1-FFLuc reporter, luminescence, 48 h; response scale: scaled: vehicle 0%, 10 µM genistein 100%; also: potency is read from the fitted curve at half-maximal effect; nearly all actives have a fitted effect of over 80% in size; some results filed as inactive show a strong effect at the top dose
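Using MCF7 cells harboring a BRCA1 firefly luciferase reporter, plated 2 h before compound pinning, the screen measured luminescence after 48 h incubation. Responses were normalized to DMSO and 10 microM genistein, then fitted for concentration-effect.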
TRPV1 agonist: activates the human vanilloid receptor TRPV1. 320,000 tested, 0.19% active. TRPV1-expressing cells, Fluo-8 calcium influx, agonist mode. activation, % at 8.33 µM. AID 540275; in the data active = activation above about 80%; inconclusive = between about 30% and that limit; also: 0% is about no effect
Target sequence (Q8NER1 whole entry, looked up): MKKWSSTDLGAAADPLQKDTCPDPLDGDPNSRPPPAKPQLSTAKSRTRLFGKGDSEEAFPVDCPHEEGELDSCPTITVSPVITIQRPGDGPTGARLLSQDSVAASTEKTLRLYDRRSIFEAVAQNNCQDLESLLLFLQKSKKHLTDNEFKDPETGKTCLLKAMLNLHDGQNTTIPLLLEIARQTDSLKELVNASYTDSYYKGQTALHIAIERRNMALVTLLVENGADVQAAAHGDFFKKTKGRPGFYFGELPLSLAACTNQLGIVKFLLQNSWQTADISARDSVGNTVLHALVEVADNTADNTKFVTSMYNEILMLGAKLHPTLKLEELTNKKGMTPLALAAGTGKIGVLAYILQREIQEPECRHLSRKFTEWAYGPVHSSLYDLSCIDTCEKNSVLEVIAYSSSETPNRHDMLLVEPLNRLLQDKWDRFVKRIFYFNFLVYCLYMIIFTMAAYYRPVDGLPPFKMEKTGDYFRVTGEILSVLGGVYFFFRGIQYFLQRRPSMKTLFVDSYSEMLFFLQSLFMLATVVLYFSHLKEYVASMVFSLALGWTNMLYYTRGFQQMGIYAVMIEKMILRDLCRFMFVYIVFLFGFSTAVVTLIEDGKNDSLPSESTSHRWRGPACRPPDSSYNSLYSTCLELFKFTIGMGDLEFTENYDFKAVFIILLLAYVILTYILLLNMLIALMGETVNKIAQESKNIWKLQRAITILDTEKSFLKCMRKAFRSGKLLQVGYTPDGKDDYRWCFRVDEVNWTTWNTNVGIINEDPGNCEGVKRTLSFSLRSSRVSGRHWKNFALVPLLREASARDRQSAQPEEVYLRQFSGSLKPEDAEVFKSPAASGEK
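TRPV1-expressing cells were cultured overnight at 35.5C and loaded with Fluo-8 calcium dye for 40 to 90 min at room temperature. After a 10 s baseline, compound was added and calcium influx was read kinetically for 3 min (ex 480/em 520 nm).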
B2AR arrestin: recruits beta-arrestin to the human beta2-adrenergic receptor. 330,000 tested, 0.02% active. AID 492947. beta-arrestin recruitment to beta2AR, cell-based reporter. Potency, µM (series often up to 46.1 µM), for inactives: at the top dose activation, hits mostly activators. P07550;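 also: potency is read from the fitted curve at half-maximal effect; 0% = DMSO controls and full agonism = EC100 isoproterenol or metaproterenol; nearly all actives have a fitted effect of over 65% in size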
Eya2 phos inh: inhibitors of human Eya2 phosphatase activity. recombinant Eya2, OMFP fluorescence dephosphorylation (OMFP is methylfluorescein phosphate). Potency, µM (doses to about 76.9 µM), inactives show at the highest dose activity, negative = inhibition, usual class: inhibitors. 330,000 tested, 0.006% active; also: potency is read from the fitted curve at half-maximal effect; % is scaled to controls: 0 for no effect and ±100 for the full control effect
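Eya2 protein (added as 0.2 uM solution) was preincubated with compound for 10 min at ambient temperature in 50 mM HEPES pH 7.5, 50 mM NaCl, 5 uM MgCl2, 0.05% BSA, 1 mM DTT. OMFP (added at 50 uM) then reacted 10 min; fluorescence read at 485/525 nm.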
uPA generation: blocks generation of uPA at the cell surface. cell surface uPA generation assay, qHTS. Potency, µM (doses to about 38.3 µM), for inactives: at the highest dose activity change, negative = inhibition, usual class: inhibitors. 330,000 tested, 0.31% active; active = well fitted inhibition curve with a large enough effect; inconclusive = small, poorly fitted or top-dose-only effect; inactive = no such curve, though single readings can be large or run the other way; tested in mouse RAW 264.7 cells; also: potency is read from the fitted curve at half-maximal effect; % is scaled to controls: 0 for no effect and ±100 for the full control effect; nearly all actives have a fitted effect of over 55% in size
TSG101-PTAP inh: blocks PTAP/TSG101 interaction to inhibit HIV-1 budding | Potency, µM (titrated, usually from 115 µM), for the others: top-dose activity change, negative = inhibition, hits mostly inhibitors | Fluorescence polarization, FITC-PTAP peptide / Tsg101 binding | 340,000 tested, under 10 active | AID 493005; active = well fitted inhibition curve with a large enough effect in the main read-out, with a control signal flat, not every such curve was filed as active; inconclusive = small, poorly fitted or top-dose-only effect, or effect the other way, or a change in a side signal; inactive = no such curve, though single readings can be large or run the other way; also: potency is read from the fitted curve at half-maximal effect; % of control where 0% means no effect
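Fluorescence polarization binding of Tsg101 binding domain (10 uM final) to FITC-labeled PTAP peptide (50 nM final) in HEPES pH 7.5 buffer with NaCl, Tween 20, EDTA, TCEP. Compounds added before peptide; binding 20 min at RT.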
a7 integrin act: activators of alpha7 integrin expression for muscular dystrophy; AID 624291; 350,000 tested, 0.064% active; alpha7betagal myoblasts, beta-gal FDG fluorescence, 48 h; Potency, µM (titrated, usually from 38.3 µM), inactives show top-dose activation, hits mostly activators;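 also: potency is read from the fitted curve at half-maximal effect; 100% = response of the positive control SU9516; nearly all actives have a fitted effect of over 60% in size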
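alpha7betagal+/- myoblasts (passage 13, 250/well) treated 48 h at 37C with compounds at 1:260 dilution of DMSO stock. Lysed, then beta-galactosidase activity read as FDG fluorescence (ex 480/em 540) after 30 min, with pre-read for autofluorescence.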
USP2a block: blocks human ubiquitin-specific protease USP2a. Potency, µM (top dose mostly 38.3 µM), without a hit: at the top dose activity change, negative = inhibition, actives largely listed as inhibitors. USP2 core, Ub-CHOP2 coupled fluorogenic reporter, 485/531. 330,000 tested, 0.01% active. O75604;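 also: potency is read from the fitted curve at half-maximal effect; plate controls were DMSO wells for no effect and full inhibition by NEM control for full effect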
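USP2 core (10nM final) preincubated 30min RT with compound in 20mM Tris-HCl pH 8.0, 2mM CaCl2, 2mM beta-mercaptoethanol, 0.05% CHAPS; 25nM Ub-CHOP2 plus 25nM reporter substrate added, fluorescence (Ex485/Em531) read after 60min.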
ELG1 genotox: genotoxicity induction in ELG1-luciferase HEK293T cells; 330,000 tested, 1.3% active; HEK293T ELG1-luciferase reporter, luminescence, 16 h; Potency, µM (titrated, usually from 46 µM), for the others: at the top dose activity change, positive = activation, usual class: activators; AID 504466; also: potency is read from the fitted curve at half-maximal effect; % of control where 0% means no effect; nearly all actives have a fitted effect of over 60% in size
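16 hr compound incubation (37 °C, 5% CO2) of HEK293T cells carrying luciferase-tagged ELG1; luciferase then measured by ONE-Glo luminescence after 30 min at RT.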
ASM inhibitor: human S-ASM enzyme inhibition | 340,000 tested, 0.006% active | placental ASM, HMU-PC fluorogenic substrate, 60 min | P17405 | Potency, µM (series often up to 57.5 µM), for inactives: at the highest dose activity change, negative = inhibition, most hits filed as inhibitors; also: potency is read from the fitted curve at half-maximal effect
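Human placenta-derived ASM enzyme was preincubated with compound for 10 minutes at room temperature, then given fluorogenic substrate HMU-PC0 (9 uM final) for 60 minutes at 37 °C; a pH 10 stop preceded fluorescence reading at Ex 386/Em 447 nm.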
* marks the source's active call; other numbers are inactive results; ? = inconclusive; / = not tested or not shown; [ ] = remark or other dose. Unless noted, calls follow the shape of the dose curve; as a rule, active = well fitted curve in the direction sought with a large enough effect; inconclusive = small, poorly fitted or top-dose-only effect, or another doubt; inactive = no such curve, though single readings can be large; an effect the other way counts as inactive or inconclusive.

Compound | p53 reactivation | BRCA1 expr act | TRPV1 agonist | B2AR arrestin | Eya2 phos inh | uPA generation | TSG101-PTAP inh | a7 integrin act | USP2a block | ELG1 genotox | ASM inhibitor
COc1cccc(C(=O)Nc2cccc(OCC(=O)O)c2)c1 | -1.7% | 2.3% | -3.5 | 0.0% | -4.4% | / | -9.5% | -12.3% | 6.4% | 2.1% | 1.0%
O=C(CCN1CCN(C(c2ccccc2)c2ccccc2)CC1)N/N=C/c1ccc(O)cc1O | ? | -92.1% | ? | 0.1% | -0.9% | -6.7% | -1.4% | 0.6% | -2.2% | 13.2% | 40.3%[activator]
Cc1cc(NC(=O)C(C)SCC(=O)OCc2c(Cl)cccc2Cl)no1 (centres undefined) | 15.9% | -2.8% | 2.9 | 0.5% | 0.5% | 5.8% | 0.5% | 16.4% | 2.8% | 0.4% | -0.9%
CC(C)=NOc1nc(N2CCOCC2)nc(N2CCOCC2)n1 | 2.9% | 0.8% | -1.0 | 0.1% | 10.5% | 0.3% | -0.1% | 15.1% | -2.1% | 0.9% | 5.0%
CCn1cc(S(=O)(=O)Nc2ccc(C)c(Cl)c2)cn1 | / | -3.1% | 8.1 | -0.1% | 8.2% | -15.1% | -5.6% | -0.2% | -0.1% | 7.0% | 0.6%
Cc1ccc(S(=O)(=O)N2CCC(=O)N(C(COCc3cccc(Cl)c3)C(C)C)CC2)cc1 (centres undefined) | -2.2% | -51.1% | ? | -1.0% | -1.0% | -8.8% | 2.1% | 7.3% | -0.7% | -5.5% | -8.2%
Cc1cccc(NC(=O)c2ccccc2OCC(=O)N2CCOCC2)c1C | -2.3% | -11.6% | 3.0 | -0.2% | -13.2% | 1.1% | -2.6% | -15.8% | 0.2% | -4.3% | 0.5%
Cc1c(N(C(=O)Nc2ccccc2)C2=NCC(C)S2)c(=O)n(-c2ccccc2)n1C (centres undefined) | 13.0% | 8.6% | 10.7 | 0.0% | 1.5% | -1.3% | 0.0% | -13.6% | 0.7% | 12.3% | -2.8%
CN(Cc1ccccc1C#N)S(=O)(=O)c1cccs1 | 2.0% | 24.2% | -2.4 | 0.0% | 7.8% | 0.2% | -3.0% | 5.2% | 2.6% | 6.6% | -2.8%
O=c1cc(-c2cccnc2)oc2c1ccc1ccccc12 | -6.3% | 2.4% | 24.9 | -0.6% | -5.1% | -2.9% | -2.7% | -25.4% | 3.3% | -6.2% | 11.3%
CCCC1=C(C(=O)OCC)C(c2cccs2)C(C#N)=C(N)O1 (centres undefined) | -1.3% | 5.4% | ? | 0.2% | 0.5% | -2.8% | -1.8% | 15.2% | -4.4% | 5.5% | -2.7%
O=C(CC12CC3CC(CC(C3)C1)C2)N1CCOCC1 | 27.1% | -3.2% | / | -0.2% | 11.0% | -5.6% | -6.0% | 0.0% | 1.5% | -0.8% | -0.5%
CCN(CCCNC(=O)CNC(=O)Cn1cnc2ccccc2c1=O)c1ccccc1 | -1.2% | 9.5% | 2.1 | -0.5% | -1.1% | 5.1% | 0.4% | 12.6% | 8.0% | 5.1% | 0.1%
Cc1cc(-c2nc3ccccc3o2)c2ccccc2n1 | 5.5% | -64.6% | 10.7 | -0.2% | 2.4% | -8.9% | -4.7% | 5.8% | 0.0% | -2.3% | -9.6%
O=c1[nH]c2cc(S(=O)(=O)CCO)ccc2o1 | -0.8% | 17.5% | / | 4.1% | 14.2% | 7.4% | -0.2% | 25.5% | 4.3% | -0.3% | 2.2%
N#CC1=C2SCN(Cc3ccco3)CN2C(=O)CC1c1ccc(Cl)cc1 (centres undefined) | -0.6% | -16.8% | -1.8 | 0.0% | -3.6% | -0.9% | -2.3% | -2.0% | 2.5% | 11.1% | -16.6%
CC(C)(CO)CNC(=O)CCc1nnc(Cc2ccc(-c3ccccc3)cc2)o1 | -3.7% | 0.7% | -0.2 | -0.8% | 6.6% | -8.4% | -0.1% | -11.0% | 2.1% | -2.4% | 0.0%
O=C(NN(C(=O)c1ccccc1)c1ccccc1)c1ccccc1 | -3.3% | -5.1% | 4.7 | -0.9% | -3.5% | 2.6% | -2.1% | 2.3% | 1.0% | -6.3% | -4.5%
C[C@H](CO)N1C[C@H](C)[C@@H](CN(C)S(C)(=O)=O)Oc2c(NC(=O)Cc3ccccc3)cccc2C1=O | 3.0% | 1.2% | / | 0.0% | 14.9% | 3.2% | -1.4% | 7.8% | -3.4% | -0.6% | -0.2%
O=C(Cc1ccc(NC(=O)C2CCCN(C(=O)C3CCCCC3)C2)cc1)Nc1ccc(C(=O)N2CCOCC2)cc1 (centres undefined) | / | 6.5% | / | / | / | 15.9% | 0.0% | -0.1% | / | / | 1.2%
CCCc1[nH]n(-c2ccc([N+](=O)[O-])cc2)c(=O)c1C=NCCc1ccc(OC)c(OC)c1 | 1.1% | -5.8% | 2.5 | -0.3% | ? | -1.4% | 2.6% | -31.9% | -0.4% | ? | -3.5%
COc1cccc(CC2(CO)CCN(S(=O)(=O)N(C)C)CC2)c1 | -1.9% | -12.9% | 7.1 | -0.6% | 1.6% | / | 0.0% | -3.3% | -1.1% | -5.4% | -0.6%
CCCc1ccc(-c2c(C)sc(N)c2C#N)cc1 | 10.8% | -43.1% | -5.2 | 0.1% | -2.1% | -0.5% | -6.9% | -12.1% | -3.3% | 15.9% | -16.6%
COC(=O)c1cccc(NC(=O)/C=C/c2cccc([N+](=O)[O-])c2)c1 | 1.1% | 8.6% | ? | -0.4% | -12.8% | / | -2.9% | -2.0% | 0.3% | 0.4% | -1.2%
O=C(Cn1nc(-c2ccccc2)c2ccccc2c1=O)Nc1cccnc1 | -2.4% | -48.2% | -0.5 | 0.4% | -2.6% | -1.6% | -12.8% | -2.2% | -0.2% | 5.2% | -1.9%
O=C(NCCc1ccccc1)C1CC1 | 11.1% | 32.3% | 3.3 | -1.0% | 11.7% | -5.8% | -4.9% | 2.4% | -0.1% | 4.5% | 0.3%
COc1cccc(-n2c(SCC(=O)NCC3CCCO3)nc3c(c2=O)SCC3)c1 (centres undefined) | 0.9% | 20.7% | -1.2 | 0.0% | 2.9% | 2.4% | -0.3% | -16.4% | -1.1% | 3.8% | -3.4%
c1ccc(CN2CCN(c3nc4ccccc4c4ccccc34)CC2)cc1 | 2.6% | -18.3% | 18.1 | -0.2% | -3.2% | 6.2% | 1.6% | -29.5% | -1.0% | -5.7% | -3.0%
CCOC(=O)C1(Cc2ccc(O)cc2)NC(c2ccccc2F)C2C(=O)N(C)C(=O)C21 (centres undefined) | -2.1% | -11.0% | 0.0 | -0.1% | 12.9% | 1.5% | -7.6% | -3.7% | 3.5% | -12.1% | 2.8%
O=C(NCCCCCCNC(=O)OCc1ccccc1)OCc1ccccc1 | / | 3.4% | / | / | / | 4.4% | 0.2% | -9.2% | / | / | 0.8%
CCOC(=O)CSc1nc(C2CC2)cc(-c2ccc(F)cc2)c1C#N | -1.5% | -20.5% | -2.2 | 0.1% | 1.6% | -4.4% | 1.4% | -0.2% | -1.9% | -1.6% | -2.5%
CCN(C(=O)c1cccs1)C1CCS(=O)(=O)C1 (centres undefined) | -0.5% | -9.2% | 3.2 | 0.1% | 15.3% | 2.8% | -5.8% | 3.7% | 1.1% | -1.6% | 4.4%
O=C1c2ccccc2CN1c1ccccc1 | 8.2% | 6.31µM* | 8.5 | ? | -5.8% | -2.9% | -0.7% | 0.1% | 0.0% | ? | 3.9%
COc1ccc(C2=NO[C@@H]3C(=O)N(Cc4ccccc4)C(=O)[C@H]23)c(OC)c1 | -0.5% | -1.9% | 13.4 | 0.2% | 3.8% | -2.1% | 3.7% | 24.0% | -0.1% | 3.8% | -0.5%
Cn1cc(Cl)c(C(=O)Nc2cnn(Cc3ccc(F)cc3)c2)n1 | -2.4% | 9.3% | 14.3 | -0.2% | 0.1% | 1.6% | -9.4% | 20.6% | 0.7% | 0.4% | 7.5%
CCN1CCN(CC(O)COc2ccc(Cl)cc2)CC1 (centres undefined) | 1.0% | -17.2% | 1.4 | 0.1% | 9.9% | -4.2% | -0.7% | 4.6% | -0.7% | 2.1% | 6.1%
CC(=O)Nc1ccc(Nc2ccc(S(=O)(=O)C(F)(F)F)cc2[N+](=O)[O-])cc1 | -30.2%[inhibitor] | -17.3% | 2.2 | -0.4% | -5.6% | -4.6% | -0.5% | -0.2% | 2.9% | 5.0% | ?
Cc1ccc(NC(=O)c2sc3ncnc(N4CCN(c5ccccn5)CC4)c3c2C)c(C)c1 | -4.2% | -7.5% | 1.8 | -0.4% | 4.8% | 9.3% | -4.9% | -33.0% | 0.6% | -9.2% | -9.0%
CN(C)/N=C/c1cc(Cl)cc([N+](=O)[O-])c1O | 10.7% | -12.9% | 0.0 | -0.1% | 0.3% | 2.4% | -4.1% | ? | -6.5% | 0.9% | 2.1%
